Tau fibril ThT: qHTS for Inhibitors of Tau Fibril Formation, Thioflavin T Binding. Potency, µM (titrated, usually from 57.4 µM), inactives show at the highest dose activity, negative = inhibition, usual class: inhibitors. Microtubule-associated protein tau (Homo sapiens), P10636. recombinant tau K18 P301L, heparin-induced fibrillization, ThT fluorescence. 270,000 compounds, 2.1% hits. AID 1460, 2008; note: nearly all actives have a fitted effect of over 55% in size
Target sequence (P10636 561-689 P618L limits assumed): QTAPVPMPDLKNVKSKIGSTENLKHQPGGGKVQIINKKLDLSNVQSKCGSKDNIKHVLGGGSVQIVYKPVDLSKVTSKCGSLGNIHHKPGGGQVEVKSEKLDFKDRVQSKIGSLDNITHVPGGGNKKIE
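Fibril formation assay: tau K18 P301L at 15 uM with trace Alexa 594 label, heparin inducer 20 uM, pH 7 sodium acetate buffer, 37 C for 6 hr; endpoint ThT signal.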
TRb SRC2 PPI: qHTS for Inhibitors of the Interaction of Thyroid Hormone Receptor and Steroid Receptor Coregulator 2 | Thyroid hormone receptor beta (Homo sapiens), P10828 | TRbeta-SRC2 peptide binding, fluorescence polarization; receptor liganded with 1 µM T3 | Potency, µM (series often up to 106 µM), inactives show at the highest dose activity change, negative = inhibition, most hits filed as inhibitors | 280,000 compounds, 0.065% hits;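 note: plate controls were bound peptide for no effect and peptide without receptor for full effect; nearly all actives have a fitted effect of over 50% in size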
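Read-out is fluorescence polarization (555 nm excitation, 632 nm emission) of a Texas Red SRC2 coactivator peptide; loss of signal reflects blocked binding to human TRb ligand-binding domain in the presence of 1 uM T3.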
L3MBTL1 block: qHTS Assay for the Inhibitors of L3MBTL1. Lethal(3)malignant brain tumor-like protein 1 (Homo sapiens), Q9Y468. AlphaScreen L3MBTL1–H3K9me1 peptide binding. Potency, µM (series often up to 57.1 µM), for inactives: at the highest dose activity, negative = inhibition, hits mostly inhibitors. 230,000 compounds, 0.66% hits. AID 485360, 2010; note: nearly all actives have a fitted effect of over 60% in size
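First, the protein-peptide complex forms for 30 min at room temperature (L3MBTL1 50 nM, biotinylated H3K9me1 peptide 75 nM). Next, compounds are pin-transferred and incubated 30 min. Finally, AlphaScreen beads are added and read after 30 min.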
TexasRed fluor: Total Fluorescence Counterscreen for Inhibitors of the Interaction of Thyroid Hormone Receptor and Steroid Receptor Coregulator 2. TRb/SRC2 Texas Red total fluorescence interference. Potency, µM (series often up to 106 µM), inactives show at the highest dose fluorescence change, negative = quenching. 280,000 compounds, 0.29% hits; active = well fitted curve in either direction with a large enough effect; inconclusive = small, poorly fitted or top-dose-only effect
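Human TRβ ligand-binding domain (0.6 uM) and Texas Red SRC2 peptide (20 nM) in Tris buffer with 1 uM T3 and 5% DMSO were incubated with pinned compound for 5 hr at ambient temperature. Total fluorescence was computed as S + 2P (555/632 nm).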
ALDH1A1 block: qHTS Assay for Inhibitors of Aldehyde Dehydrogenase 1 (ALDH1A1) | Aldehyde dehydrogenase 1A1 (Homo sapiens), P00352 | 220,000 compounds, 7.3% hits | Purified ALDH1A1, NADH fluorescence, propionaldehyde substrate | Potency, µM (highest dose often 75.3 µM), inactives show at the highest dose activity, negative = inhibition, hits mostly inhibitors; active = well fitted inhibition curve with a large enough effect, not every such curve was filed as active; inconclusive = small, poorly fitted or top-dose-only effect, or another doubt; inactive = no such curve, though single readings can be large or run the other way;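 note: plate controls were no enzyme wells and a reference inhibitor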
Target sequence (P00352 whole entry, looked up): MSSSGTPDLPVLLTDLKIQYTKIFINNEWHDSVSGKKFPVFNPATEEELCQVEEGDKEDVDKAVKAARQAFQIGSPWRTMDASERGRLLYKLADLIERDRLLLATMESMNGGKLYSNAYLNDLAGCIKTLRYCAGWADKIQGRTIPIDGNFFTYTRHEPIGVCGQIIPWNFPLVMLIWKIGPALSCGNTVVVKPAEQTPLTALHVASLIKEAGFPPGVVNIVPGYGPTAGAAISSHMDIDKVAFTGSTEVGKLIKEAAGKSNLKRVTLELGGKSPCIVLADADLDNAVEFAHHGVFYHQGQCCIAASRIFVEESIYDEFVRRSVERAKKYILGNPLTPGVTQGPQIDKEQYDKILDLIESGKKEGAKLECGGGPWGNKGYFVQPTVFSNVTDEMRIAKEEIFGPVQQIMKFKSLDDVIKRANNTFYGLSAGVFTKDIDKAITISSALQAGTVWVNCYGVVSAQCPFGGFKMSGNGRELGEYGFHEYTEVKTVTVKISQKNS
aGal spleen mod: qHTS Assay for Inhibitors and Activators of Human alpha-Galactosidase From Spleen Homogenate; Alpha-galactosidase A (Homo sapiens), P06280; human spleen homogenate, 4MU-alpha-Gal fluorescence, 40 min; Potency, µM (titrated, usually from 80 µM), inactives show top-dose activity change, negative = inhibition, actives largely listed as inhibitors; 240,000 compounds, 0.008% hits; AID 2107, 2009;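 note: 0% = enzyme with vehicle and -100% = no enzyme basal signal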
Target sequence (P06280 32-429 limits assumed): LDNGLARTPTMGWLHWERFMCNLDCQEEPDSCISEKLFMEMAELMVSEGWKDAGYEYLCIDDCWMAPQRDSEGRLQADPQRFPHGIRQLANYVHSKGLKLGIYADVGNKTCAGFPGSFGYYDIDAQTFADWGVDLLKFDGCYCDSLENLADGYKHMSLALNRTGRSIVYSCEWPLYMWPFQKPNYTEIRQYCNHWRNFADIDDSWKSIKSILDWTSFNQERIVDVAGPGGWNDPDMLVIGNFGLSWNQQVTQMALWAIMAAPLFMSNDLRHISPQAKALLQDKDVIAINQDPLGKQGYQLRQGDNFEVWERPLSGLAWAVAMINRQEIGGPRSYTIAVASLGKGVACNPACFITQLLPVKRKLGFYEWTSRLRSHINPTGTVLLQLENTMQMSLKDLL
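Inhibition or activation of alpha-galactosidase in human spleen homogenate is scored by 4-MU fluorescence after 40 min at 37C, pH 5.0, with 1 mM substrate. AC50s come from concentration-response fitted to the Hill equation.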
Tau fibril FP: qHTS for Inhibitors of Tau Fibril Formation, Fluorescence Polarization. Microtubule-associated protein tau (Homo sapiens), P10636. K18 P301L tau heparin fibrillization, Alexa594 FP, 6 h. Potency, µM (doses to about 57.7 µM), inactives show top-dose activity, negative = inhibition, usual class: inhibitors. 280,000 compounds, 0.39% hits; note: nearly all actives have a fitted effect of over 55% in size
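Recombinant K18 P301L […], labeled with Alexa 594 at 0.24 uM over 15 uM unlabeled; heparin inducer 20 uM final; 37 C, 6 hr; FP endpoint.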
Tau fluor counter: Counterscreen qHTS for Inhibitors of Tau Fibril Formation, Fluorescence Polarization. 280,000 compounds, 0.93% hits. Potency, µM (top dose mostly 57.7 µM), for the others: at the top dose activity change, negative = decrease. AID 1463, 2008. tau K18 P301L Alexa594 fluorescence, heparin fibrillization; note: nearly all actives have a fitted effect of over 55% in size
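Human tau K18 P301L (15 uM unlabeled, 0.24 uM Alexa 594-labeled) in 100 mM sodium acetate pH 7 with 20 uM heparin, 6 hr at 37 C. ThT 30 uM added, 1 hr ambient; Alexa 594 FP and total fluorescence read at 555/632 nm.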
Active calls of the source: *; ? = inconclusive; nt = not tested or not shown; [ ] = remark or other dose. Unless noted, calls come from the whole dose curve; as a rule, active = well fitted curve in the direction sought with a large enough effect; inconclusive = small, poorly fitted or top-dose-only effect, or another doubt; inactive = no such curve, though single readings can be large; an effect the other way counts as inactive or inconclusive. Unless noted, % is set by controls: 0 for no effect and ±100 for the full control effect; potency is the fitted concentration of half-maximal effect.

Below each SMILES: Tau fibril ThT	TRb SRC2 PPI	L3MBTL1 block	TexasRed fluor	ALDH1A1 block	aGal spleen mod	Tau fibril FP	Tau fluor counter
1) c1ccc2c(-c3ccncc3)c[nH]c2c1
 : -12%	-4%	-7%	-5%	3%	-6%	2%	-15%
2) Cc1ccc(C(=O)NCc2ccco2)cc1S(=O)(=O)N1CCOCC1
 : -6%	0%	1%	-5%	?	-7%	?	-10%
3) Cc1ccc(-c2nnc3c(C(F)(F)F)nc4ccccc4n23)cc1
 : -16%	1%	5%	5%	?	0%	-13%	-15%
4) CS(=O)(=O)N1CCCC(C(=O)NCCCN2CCC(Cc3ccccc3)CC2)C1 (centres undefined)
 : 4%	-3%	6%	-4%	4%	-1%	0%	5%
5) O=C(Cn1cnc2ccccc21)NCCCN1CCOCC1
 : 5%	-22%	-3%	1%	1%	-3%	-9%	8%
6) O=C(c1ccc(Cl)cc1)c1cnc(-c2ccc(Cl)cc2)s1
 : ?	-11%	-3%	-6%	3%	10%	-12%	-14%
7) COC(=O)C1=C(C(=O)OC)[C@@H]2N(C)c3ccccc3[C@@]23C[C@@H](C(=O)OC)N(C(=O)CC(C)C)C3=N1
 : -11%[11.5 µM]	4%[11.2 µM]	nt	5%[11.2 µM]	3%[13.5 µM]	11%[17.5 µM]	-3%[11.6 µM]	-22%[11.6 µM]
8) CCO/C(C)=C1\C(=O)N(CC)c2ccccc21
 : -12%	-8%	-8%	-3%	?	5%	0%	2%
9) COC(=O)C1=C(C)N(CCc2c[nH]c3ccc(OC)cc23)C(=O)C1
 : ?	-7%	?	-1%	18µM*	0%	?	-19%
10) O=C(C1COc2ccccc2O1)N1CCc2ccccc2C1 (centres undefined)
 : 7%	?	-7%	1%	?	-9%	9%	9%
11) OC[C@@H]1[C@@H](c2ccc(F)cc2)C(c2cccc(Cl)c2)=NN1c1ccccc1
 : ?	-1%	113%[activator]	-2%	?	?	4%[81.3 µM]	40µM*[quencher]
12) CCOc1ccc(CNC(=O)c2ccc3c(c2)c(C)c(C)n3Cc2ccccc2)cc1OC
 : -6%	1%	nt	1%	nt	nt	7%	-17%
13) COc1cc(NS(=O)(=O)c2ccc(NC(=O)c3ccc(Cl)cc3Cl)cc2)nc(OC)n1
 : -1%	-3%	nt	2%	nt	nt	11%	1%
14) CCCC(=O)Nc1ccc(Cl)c(NC(=O)c2cccnc2Cl)c1
 : -4%	1%	4%	-3%	-9%	4%	-2%	-4%
15) CSc1sc(C(=O)O)c(C)c1C(C)=O
 : -4%	0%	nt	-3%	2%	-9%	3%	-4%
16) COc1cc2[nH]c(=S)n(Cc3ccco3)c(=O)c2cc1OC
 : 1%	-15%	nt	1%	0.79µM*	9%	?	-2%
17) CCOc1cc(C(=O)NCC(=O)N/N=C/c2sccc2C)cc(OCC)c1OCC
 : ?	-1%	44%[activator]	-6%	-1%	-1%	0%	12%
18) COc1ccc(Cn2c(SCc3ccc(C(=O)NCc4ccccc4F)cc3)nc3cccnc32)cc1
 : 0%	6%	nt	-1%	nt	nt	-12%	-7%
19) CCn1c(SCC(=O)Nc2cc(C)on2)nnc1-c1ccco1
 : 6%	-8%	nt	-8%	?	2%	2%	0%
20) C=C(C#N)C(=O)OCC
 : nt	3%	nt	-3%	8.9µM*	9%	nt	nt
21) Cc1ccc(-n2c(SCC(=O)Nc3nccs3)nc3c(c2=O)SCC3)cc1
 : 4%	1%	4%	-5%	-1%	-4%	-8%	-1%
22) O=C(c1ccco1)N1CCN(Cc2cccc(F)c2)CC1
 : 2%	1%	nt	-1%	?	3%	-3%	-8%
23) Cc1nc2ccc(NC(=O)N3CCN(c4ccccn4)CC3)cc2s1
 : ?	1%	nt	-2%	?	2%	9%	1%
24) C=CCN(CC=C)CCOc1cccc2ccccc12
 : 0%	-2%	3%	-1%	?	1%	-4%	-6%
25) CC(C)(C)Cc1nc(-c2ccccn2)no1
 : -7%	-5%	nt	-1%	-2%	-4%	-3%	-5%
26) COc1ccc(N2C(=O)CSC2c2ccc3c(c2)OCO3)c(OC)c1 (centres undefined)
 : -2%	-10%	nt	-1%	5%	19%	0%	-2%
27) FC(F)(F)c1nc(N2CCCC2)ncc1-c1nnnn1-c1ccc(Cl)cc1
 : -10%	5%	nt	0%	-12%	-4%	2%	-21%
28) COc1cc(S(=O)(=O)N2CCCCCC2)c(OC)cc1Br
 : -16%	4%	5%	1%	-3%	3%	-5%	-6%
29) CC(=O)Nc1sc(C)c(C)c1C(=O)OCC(=O)Nc1cc(S(C)(=O)=O)ccc1Cl
 : -17%	3%	-6%	0%	?	2%	-7%	-22%
30) CC1(C)Cc2ccccc2-c2nnc(-c3ccco3)n21
 : 1%	-10%	nt	-7%	?	1%	-4%	-2%
31) Cc1ccc(NC(=O)N2CC3CCCN3c3ccccc32)cc1Cl (centres undefined)
 : ?	-8%	nt	1%	nt	nt	11%	-30%
32) CC(NC(=O)NCCCC(=O)O)(C(F)(F)F)C(F)(F)F
 : 0%	-3%	nt	2%	9%	9%	7%	-2%
33) Cc1cc(C)nc(N2CCCC(C(=O)Nc3nnc(C(C)(C)C)s3)C2)n1 (centres undefined)
 : 6%	7%	-27%	-2%	-3%	13%	5%	8%
34) COc1cccc(CNC(=O)CCC2CCCN(C(=O)c3ccoc3C)C2)c1 (centres undefined)
 : -16%	0%	8%	2%	22µM*	1%	-6%	-5%
35) CCc1nnc(NC(=O)c2sc3nc4c(cc3c2N)CCCCC4)s1
 : 1.4µM*	-6%	4%	-6%	?	8%	17%	-18%
36) CN(C)CCCNCCCCNC(=O)/C=N/O
 : -5%	-11%	15%	1%	-3%	-3%	-13%	-7%
37) CCOc1cc(C2C(C(=O)OC)=C(C)NC3=C2C(=O)c2ccccc23)ccc1O (centres undefined)
 : 14µM*	11%	nt	-4%	nt	nt	10%	18µM*[quencher]
38) CCOc1ccc(S(=O)(=O)N(C(=O)c2ccco2)c2cc3sc(=O)oc3c3ccccc23)cc1
 : 14µM*	-10%	-5%	1%	?	-4%	28µM*	-22%
39) C=CCNC(=S)Nc1ccc(Br)cc1F
 : -6%	11%	8%	6%	2%	-7%	5%	-5%
40) O=C(O)CCCNc1ccc([N+](=O)[O-])c(NCCCC(=O)O)n1
 : -10%	-3%	-21%	-3%	4%	6%	6%	-2%
41) COc1ccc(C(=O)NCc2nnc(SCC(=O)N3CCC(C)CC3)o2)cc1OC
 : -2%	-2%	nt	0%	-8%	3%	11%	-9%
42) COc1cc(/C=C/C(=O)Nc2ccc(N3CCCCC3)c(S(=O)(=O)Nc3ccccc3Cl)c2)cc(OC)c1OC
 : -2%	-4%	1%	0%	?	0%	?	?
43) O=C(Nc1ccc(N2CCN(C(=O)c3ccco3)CC2)cc1)c1cccs1
 : ?	-9%	-3%	-4%	4%	-5%	-3%	?
44) O=C(COC(=O)c1ccc(O)cc1)NCCCc1ccccc1
 : 0%	1%	4%	-1%	0%	2%	9%	3%
45) Cc1ccc2cccc(NC(=O)C(F)(F)F)c2n1
 : -15%	-2%	-2%	4%	5%	-2%	-11%	-21%
46) COc1ccc(C(=O)Nc2ccccc2C(=O)NCCN2CCOCC2)cc1
 : 1%	12%	19%	-1%	?	-4%	-2%	-9%
47) CN=C(Nc1cc(C)nn1CCC#N)c1ccc(F)cc1
 : -6%	-5%	5%	0%	-10%	-1%	5%	0%
48) Cc1ccc(C(=O)CSc2nnc(COc3cc(C)cc(C)c3)o2)cc1
 : ?	-2%	nt	-1%	?	-8%	1%	-12%
49) CCn1c2ccc(C)cc2c2nc3cc(C(=O)O)ccc3nc21
 : ?	0%	-10%	?	-10%	-16%	12%	1%
50) O=C(Nc1ccccc1)N1CCC(=S)Nc2ccccc21
 : 5%	0%	4%	-5%	1%	1%	7%	7%
51) Nc1ccc(C(=O)O)cc1[N+](=O)[O-]
 : -5%	4%	17%	-2%	3%	3%	7%	9%
52) Cc1ccc(-c2noc(CN(C(=O)C(c3ccccc3)c3ccccc3)C(C)C)n2)cc1
 : -15%	10%	6%	-2%	6%	-7%	-5%	-12%
53) CCOC(=O)C(C)On1c(-c2cccc(Cl)c2)nc2ccc([N+](=O)[O-])cc21 (centres undefined)
 : ?	-9%	nt	-5%	?	-12%	-5%	?
54) Cc1nc(-c2ccc(Cl)cc2)sc1C1(C)CC(c2ccc(C#N)cc2)=NO1 (centres undefined)
 : -15%	-5%	nt	-1%	nt	3%	-8%	-19%
55) COc1ccc(CNC(=O)CCC2N=C3c4ccccc4N=C(SCC(=O)NCCc4ccc(OC)c(OC)c4)N3C2=O)cc1 (centres undefined)
 : -7%	1%	nt	1%	nt	nt	-2%	-9%
56) CC(Cc1ccccc1)C(=O)NCc1nc2ccccc2s1 (centres undefined)
 : -15%	0%	1%	0%	-10%	0%	3%	-19%
57) O=c1c2ccccc2nc(/C=C/c2c[nH]c3ccccc23)n1-c1ccc([N+](=O)[O-])cc1
 : ?	-1%	-6%	3%	1%	-1%	-2%	?
58) O=C(CCn1c2c(c3ccccc31)CCCC2)NNC(=O)c1ccccc1[N+](=O)[O-]
 : ?	-16%	-6%	-3%	-1%	1%	7%	-29%

Full records, looked up by structure. Screens in order: Tau fibril ThT | TRb SRC2 PPI | L3MBTL1 block | TexasRed fluor | ALDH1A1 block | aGal spleen mod | Tau fibril FP | Tau fluor counter
COc1ccc(C(=O)Nc2ccccc2C(=O)NCCN2CCOCC2)cc1 across the screens: 1% | 12% | 19% | -1% | ? | -4% | -2% | -9%
CCOC(=O)C(C)On1c(-c2cccc(Cl)c2)nc2ccc([N+](=O)[O-])cc21 (centres undefined) across the screens: ? | -9% | nt | -5% | ? | -12% | -5% | ?
O=C(COC(=O)c1ccc(O)cc1)NCCCc1ccccc1 across the screens: 0% | 1% | 4% | -1% | 0% | 2% | 9% | 3%

High-throughput results deposited in PubChem by National Center for Advancing Translational Sciences (NCATS).
